rCAG RNA binder: binds r(CAG) RNA repeats; AID 651821; r(CAG) RNA repeat, TO-PRO-1 dye displacement fluorescence; inhibition, % at 3 µM; 1.3% of 370,000 active;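 active = inhibition above the plate cutoff, the mean of all test compounds on that plate plus 3 SD, cut at about 35% in these data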;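 note: 0% = DMSO alone and 100% = 100 µM mitoxantrone as full dye displacement; higher means more dye released from RNA so lower well fluorescence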
ABHD4 inh: inhibits mouse alpha/beta hydrolase domain 4. purified mABHD4, FP-Rh probe fluorescence polarization. 0.54% of 370,000 active. inhibition, % at 8.92 µM. Q8VD66;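 active = inhibition exceeding the mean over every tested compound plus 3 SD, cut at about 30% in these data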;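 note: 0% = plate median of compound wells and 100% = S159A mutant with DMSO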
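Material: mouse ABHD4 enzyme, wild type; Benchmarks: S159A mutant high control, sample median low control; Buffer or medium: HEPES pH 7.0, NaCl, Pluronic buffer; Signal: fluorescence polarization; Read-out: percent inhibition of probe binding, normalized to plate controls; Timing: pre-incubation 45 min, probe exposure 60 min, at 25 °C; Dosing: 8.92 µM, single dose.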
LEDGF integ inh: blocks HIV-1 LEDGF/p75-dependent DNA integration. 0.64% of 370,000 active. AID 743269. inhibition, % at 3.7 µM. TR-FRET IN-LEDGF/p75 DNA integration, Eu/Cy5;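 active = inhibition above the screen-wide mean plus 3 SD, cut at about 13% in these data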;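 note: signal is the Cy5 over europium emission ratio at 671 and 618 nm; 0% = plate median of compound wells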
PRMT1 FP inh: blocks human protein arginine methyltransferase 1; Q99873; recombinant PRMT1, activity-based probe fluorescence polarization; inhibition, % at 2.79 µM; 1.3% of 370,000 active;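 active = inhibition above about 21% made by adding two undisclosed values, limit read from the data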
HTRA1 inhibitor: HTRA1 (human) protease inhibition; 0.5% of 340,000 active; recombinant HTRA1, FP-rhodamine activity-based probe, fluorescence polarization; AID 504803; inhibition, % at 5.96 µM; in the data active = inhibition above about 36%;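 note: 0% = enzyme with DMSO and 100% = wells lacking enzyme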
Rev-erbA mod: Rev-erb alpha (human) modulation | P20393 | Rev-erbα–FITC-DNA binding, fluorescence polarization, 90 min | activity, % at 10 µM | 0.79% of 370,000 active;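 active = activity above about 14%, limit read from the data; passing the limit was not always enough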;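 note: 0% = DMSO wells with 35 nM protein and 100% = DMSO wells with 750 nM protein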
Target sequence (P20393 whole entry, looked up): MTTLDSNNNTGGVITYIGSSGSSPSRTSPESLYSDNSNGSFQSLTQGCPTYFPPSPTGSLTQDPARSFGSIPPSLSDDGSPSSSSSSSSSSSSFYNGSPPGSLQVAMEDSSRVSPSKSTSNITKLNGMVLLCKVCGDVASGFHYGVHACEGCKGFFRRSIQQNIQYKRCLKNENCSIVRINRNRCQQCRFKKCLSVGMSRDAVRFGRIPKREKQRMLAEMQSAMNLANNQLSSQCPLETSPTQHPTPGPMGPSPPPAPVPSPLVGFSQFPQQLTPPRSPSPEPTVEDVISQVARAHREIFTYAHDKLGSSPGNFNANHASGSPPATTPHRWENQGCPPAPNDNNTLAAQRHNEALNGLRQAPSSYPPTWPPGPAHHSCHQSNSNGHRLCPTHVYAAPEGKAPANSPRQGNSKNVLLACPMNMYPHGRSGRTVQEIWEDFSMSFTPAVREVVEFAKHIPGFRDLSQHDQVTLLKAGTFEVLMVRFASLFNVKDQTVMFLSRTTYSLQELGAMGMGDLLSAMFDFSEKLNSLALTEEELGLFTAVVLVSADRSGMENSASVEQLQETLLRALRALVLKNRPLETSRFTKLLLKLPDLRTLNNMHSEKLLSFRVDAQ
UHRF1 MBD2 ctr: blocks human UHRF1 binding to methylated DNA. inhibition, % at 4.4 µM. Q96T88. UHRF1 binding to methylated oligo, TR-FRET. 0.75% of 370,000 active; in the data active = inhibition above about 21%;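 note: UHRF1 SRA domain binding a hemimethylated CpG hairpin DNA probe; 0% = median of test compound wells and 100% = reference inhibitor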
MBD2 DNA inh: MBD2-methylated oligo binding inhibition | Q9UBB5 | TR-FRET, MBD2 binding to methylated oligonucleotide | inhibition, % at 4.4 µM | 0.31% of 370,000 active | AID 686964; in the data active = inhibition above about 13%
Target sequence (Q9UBB5 whole entry, looked up): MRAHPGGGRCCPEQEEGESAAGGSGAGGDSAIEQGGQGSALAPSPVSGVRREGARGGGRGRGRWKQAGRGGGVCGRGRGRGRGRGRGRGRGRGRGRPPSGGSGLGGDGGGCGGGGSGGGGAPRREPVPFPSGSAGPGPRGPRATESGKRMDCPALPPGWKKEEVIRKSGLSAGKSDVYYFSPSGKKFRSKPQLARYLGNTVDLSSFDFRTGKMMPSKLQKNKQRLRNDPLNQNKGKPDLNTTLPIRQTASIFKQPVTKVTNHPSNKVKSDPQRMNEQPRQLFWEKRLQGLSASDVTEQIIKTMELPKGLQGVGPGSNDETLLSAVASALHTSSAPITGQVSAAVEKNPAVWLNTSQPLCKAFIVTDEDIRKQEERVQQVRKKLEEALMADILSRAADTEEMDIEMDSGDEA
PG9 binder: small molecules binding HIV-1 gp120 antibody PG9 | TR-FRET gp120-PG9 antibody binding | inhibition, % at 6.7 µM | 0.43% of 360,000 active | AID 624416; in the data active = inhibition above about 8.5%
TCR-CD3 inh: blocks the human TCR-CD3 interaction. inhibition, % at 9.4 µM. TAMRA-labeled TCR probe fluorescence, biochemical. 0.37% of 360,000 active; in the data active = inhibition above about 19%;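 note: recombinant mutant TCR 2C K166C tagged with TAMRA read by polarization; 0% = receptor in buffer alone and 100% = receptor with positive control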
The depositor's hits bear a star; . = not tested or not shown. A portion of the library, so the mix of outcomes need not match the whole.

SMILES	rCAG RNA binder	ABHD4 inh	LEDGF integ inh	PRMT1 FP inh	HTRA1 inhibitor	Rev-erbA mod	UHRF1 MBD2 ctr	MBD2 DNA inh	PG9 binder	TCR-CD3 inh
O=C(CNC(=O)c1cccs1)NCC(=O)OCC(=O)c1ccc([N+](=O)[O-])cc1	1	7	-2	70*	6	-4	0	0	0.2	-9
O=C(O)c1cccc(N2C(=O)CSC2c2ccccc2)c1 (stereo unspecified)	4	0	4	-3	1	0	-1	-6	0.4	3
COc1cc(C(=O)N2CCCC(C)(C(=O)NS(=O)(=O)C3CC3)C2)cc(OC)c1OC (stereo unspecified)	2	-12	2	3	.	3	5	8	-0.5	2
CCC(C)(C)C1CCc2[nH]nc(C(=O)NCc3ccc(Cl)cc3)c2C1 (stereo unspecified)	0	-4	2	-2	-2	-1	5	-2	-1.4	3
O=S(=O)(Cc1ccccc1)N1CCCC(c2nc(-c3ccc(F)cc3)no2)C1 (stereo unspecified)	-5	3	-2	6	2	3	2	1	0.5	-4
Cn1cccc1C(=O)C(=O)Nc1ccc(Cl)cc1	-3	4	-3	-1	-2	-4	-2	0	-2.2	-2
CC(=O)N1CCN(CC(O)Cn2c3ccccc3c3ccccc32)CC1 (stereo unspecified)	6	-5	-4	1	5	-4	-2	2	-1.0	3
Cc1ccc(C)c(OCc2cc(C(=O)N3CCN(c4cnccn4)CC3)no2)c1	-4	-4	0	-1	-12	-1	-4	1	-1.1	5
CC1(C)Cc2ccccc2-c2nnc(SCC(=O)Nc3nc4ccccc4s3)n21	4	-12	6	-3	-10	-9	6	-2	0.2	-8
CCCNS(=O)(=O)c1ccc(C(=O)NCC2CCCO2)cc1 (stereo unspecified)	0	3	3	-1	5	2	2	5	-1.3	4
O=C(OCc1ccccc1)N1CCC2CC1c1cc(N3CCOCC3)ccc12 (stereo unspecified)	1	4	2	2	5	-1	0	0	1.3	-4
Cn1c(=O)c2c(nc(NCCCO)n2C/C=C/c2ccccc2)n(C)c1=O	-7	4	0	-2	0	0	-5	-7	-1.9	0
Cc1sc2nc(CN3CCCC3)nc(N3CCN(S(=O)(=O)c4cccs4)CC3)c2c1C	3	0	2	-2	-9	2	-2	5	-0.4	2
Cc1cccc(S(=O)(=O)NCC2CCCO2)c1 (stereo unspecified)	1	-1	2	-4	0	-1	3	-4	-0.6	0
O=C(Nc1nnc(-c2ccc(F)cc2)s1)C1CCN(S(=O)(=O)c2ccc(Cl)cc2)CC1	-2	0	-2	0	6	121*	1	2	-1.4	4
O=C(COC(=O)CCC(=O)c1ccc2c(c1)OCCO2)NCc1ccc2c(c1)OCO2	-3	-12	0	-3	8	1	-1	-3	0.6	-3
C/C(CC(=O)Nc1ccccc1C)=N\NC(=O)Cc1csc(N)n1	3	11	8	6	6	.	-8	-3	-2.8	-10
CCN(CC)S(=O)(=O)c1cccc(-c2nnc(SCCOc3ccc(Cl)cc3)o2)c1	2	2	0	-2	-2	5	-2	3	0.5	-4
Cc1ccc(S(=O)(=O)Nc2c(NC3CCCCC3)c3ccccc3oc2=O)cc1	-1	-9	4	-6	-26	-5	1	-6	-3.0	5
O=C(NC(=S)Nc1ccc(Br)cc1F)C1CCCCC1	1	7	-3	2	4	2	13	4	-0.9	-3
C[C@H]1Cn2cnc(C(=O)N(C)Cc3ccccc3)c2C(=O)N1	1	7	2	1	.	0	-1	-6	-0.9	-3
Nc1ccn([C@@H]2O[C@H](CNCc3ccc(C#CCCO)cc3)[C@@H](O)[C@H]2O)c(=O)n1	6	4	3	1	5	0	-1	-2	1.4	8
COc1cccc2sc(N(CCN(C)C)C(=O)c3ccc4c(c3)CCCC4)nc12	-8	-3	3	-2	-16	2	-3	-6	-1.6	7
COc1ccc(NC(=O)CN(C)C(=O)C2=NN(c3ccccc3)C(=O)CC2)cc1	3	1	-3	2	1	-3	2	3	1.2	0
O=c1ccn(C2CCCO2)c(=O)[nH]1 (stereo unspecified)	2	-3	2	-4	0	-6	0	-2	-1.0	-3
Cc1ccc(C(=O)N2CCN(C)CC2)cc1[N+](=O)[O-]	-2	3	-3	0	-1	1	-1	2	2.0	8
CCCCC(CC)CNC(=O)c1ccc2c(c1)OCO2 (stereo unspecified)	-6	-23	0	7	-13	0	3	8	-0.5	-8
CCN(CC)C(=O)CC(c1ccccc1)c1ccco1 (stereo unspecified)	5	7	2	2	-1	-1	-4	1	-0.9	-2
Fc1cc(F)c(NC(=S)N2CCOCC2)c(F)c1	0	-5	5	-5	4	5	-2	-6	-0.8	11
Cc1cccc(C)c1NC(=O)c1cccc2c1-c1ccccc1C2=O	-1	-7	4	3	-2	3	-1	-1	3.1	-5
O=C(CSc1n[nH]c(=O)[nH]c1=O)Nc1ccccc1C(=O)c1ccccc1	0	10	-10	4	-1	2	0	-2	-0.2	-1
Cc1ccc(C(=O)NNC(=O)C2CCN(c3nc(C)cc(C)n3)CC2)cc1	-4	1	4	-2	0	3	-4	2	1.2	2
Cc1cc(Br)c(NC(=O)Cn2c([N+](=O)[O-])cnc2C)cc1C	2	2	-2	-1	6	0	-1	-3	-1.5	8
O=C(O)C1C2C=CC(C2)C1C(=O)NCc1ccc2c(c1)OCO2 (stereo unspecified)	-1	0	0	-3	7	4	-2	3	0.6	-3
Cc1ccc2nc(-c3cccnc3)c(NC3CCCCC3)n2c1	-4	0	-3	0	-1	-4	1	-1	-0.1	-1
CCOCC(=O)Nc1nnc(C2CCCCC2)s1	-7	-2	1	0	-5	-1	-1	2	0.2	5
O=C(COC(=O)C1=COCCO1)Nc1ccccc1	-6	-11	0	2	3	-4	3	6	-0.8	-7
C=CCn1cc(CN2CCC(C(=O)Nc3cccc(-c4cccc(F)c4)c3)CC2)c(C)n1	-5	-4	2	3	-1	4	3	8	0.5	-6
CCN(C(=O)COC(=O)c1ccco1)c1cccc2ccccc12	1	3	1	1	-5	1	-1	-1	-1.6	6
CC(=O)Nc1ccc(NC(=O)C2Cc3c(-c4ccc(Cl)cc4)ccnc3O2)cc1 (stereo unspecified)	2	4	-2	4	.	-2	0	4	-0.8	-6

Another view of part of the listing above:
Compound | rCAG RNA binder | ABHD4 inh | LEDGF integ inh | PRMT1 FP inh | HTRA1 inhibitor | Rev-erbA mod | UHRF1 MBD2 ctr | MBD2 DNA inh | PG9 binder | TCR-CD3 inh
Cc1ccc(C(=O)N2CCN(C)CC2)cc1[N+](=O)[O-] | -2 | 3 | -3 | 0 | -1 | 1 | -1 | 2 | 2.0 | 8
CCCCC(CC)CNC(=O)c1ccc2c(c1)OCO2 (stereo unspecified) | -6 | -23 | 0 | 7 | -13 | 0 | 3 | 8 | -0.5 | -8
CCN(CC)C(=O)CC(c1ccccc1)c1ccco1 (stereo unspecified) | 5 | 7 | 2 | 2 | -1 | -1 | -4 | 1 | -0.9 | -2
Fc1cc(F)c(NC(=S)N2CCOCC2)c(F)c1 | 0 | -5 | 5 | -5 | 4 | 5 | -2 | -6 | -0.8 | 11

Limited to PG9 binder and LEDGF integ inh, for 2 of the compounds above:
| molecule | PG9 binder | LEDGF integ inh |
| --- | --- | --- |
| O=C(CSc1n[nH]c(=O)[nH]c1=O)Nc1ccccc1C(=O)c1ccccc1 | -0.2 | -10 |
| Cc1ccc(C(=O)NNC(=O)C2CCN(c3nc(C)cc(C)n3)CC2)cc1 | 1.2 | 4 |

(cont.)
SMILES	rCAG RNA binder	ABHD4 inh	LEDGF integ inh	PRMT1 FP inh	HTRA1 inhibitor	Rev-erbA mod	UHRF1 MBD2 ctr	MBD2 DNA inh	PG9 binder	TCR-CD3 inh
COc1cccc(/C(C)=N/Nc2ccc(S(=O)(=O)N3CCCCC3)cn2)c1	3	-4	-2	-1	-28	-1	-2	-7	-0.4	-6
O=C(O)c1cccc(NC(=O)c2ccc3c(c2)C(=O)N(CC2CCCO2)C3=O)c1 (stereo unspecified)	5	-2	1	-2	-3	-3	2	-2	-0.5	2
CN(C)S(=O)(=O)c1ccc2c(c1)c(=O)c(C(=O)NCCCN1CCCCCC1)cn2C	6	0	-2	-1	9	5	-1	2	-1.2	6
COCCN1C(=O)c2ccccc2C(C(=O)N2CCN(c3ccccc3)CC2)C1c1ccc(F)cc1 (stereo unspecified)	-7	6	-3	2	5	-1	1	3	0.8	-1
COc1ccc2[nH]c(CN3CCN(C(C)C)C(CCO)C3)c(C)c2c1 (stereo unspecified)	-5	8	0	-2	-1	0	1	3	-3.8	0
CC1(C)CC2CC(C)(CN2c2ncnc3ccc(Br)cc23)C1 (stereo unspecified)	-1	-4	5	-3	-25	20*	-4	-7	-2.4	1
CN1CCCc2nc(-c3ccccc3)ccc21	1	0	-1	-2	.	-3	0	1	-1.4	4
CN1CCN(CC(=O)N2N=C(c3cccs3)CC2c2ccco2)CC1 (stereo unspecified)	-1	-7	-2	0	3	2	-1	0	-1.2	-2
O=C(CSc1nc2ccc(Cl)cc2o1)NCc1ccc2c(c1)OCO2	0	-14	1	0	-4	5	5	3	-2.6	-6
O=C(NC(=S)Nc1ccccn1)c1cccc([N+](=O)[O-])c1	1	-7	0	-6	9	-2	0	-4	-2.0	-2
Cc1ccc(SCCNS(=O)(=O)c2ccc3c(c2)OCCO3)cc1	-2	-5	2	0	-33	8	-3	2	-1.9	-3
C[C@H](C(=O)CC(=O)OC(C)(C)C)[C@H](O)c1ccccc1	1	-5	-2	-2	-4	7	-2	-3	-2.3	3
O=C(NC(=S)NNC(=O)c1ccco1)c1ccc(Br)cc1	4	1	-6	6	10	-2	-1	1	-1.1	6
Cc1cccc(Nc2c([N+](=O)[O-])ccc3nonc23)c1	-2	-1	-1	-6	4	0	-1	-2	-0.7	8
COc1ccc(/C=C/C(=O)Nc2ccc(C34CC5CC(CC(O)(C5)C3)C4)cc2)cc1OC	1	-28	-2	-2	-53	0	-1	-2	-0.1	-4
COCCN1CCN(C(=O)C2CCC(=O)N(CCc3cccc(F)c3)C2)CC1 (stereo unspecified)	-6	-1	-6	2	8	2	-1	2	-0.1	-1
O=C(c1ccc(COc2c(F)c(F)c(F)c(F)c2F)o1)N1CCOCC1	-2	-5	2	-3	0	-5	-2	3	2.0	2
Cc1ccccc1C1(O)c2ccccc2-c2ccccc21	0	-3	1	-7	-34	1	0	-3	-2.3	1
CC(C)COc1ccc(C(=O)Nc2ccc(N3CCOCC3)cc2N2CCOCC2)cc1	-6	-1	-2	1	2	-2	1	-1	0.9	4
Cc1cccc2nc(-c3ccccc3)c(-c3ccc(CN4CCC(c5nc6ccccc6[nH]5)CC4)cc3)nc12	14	-6	-3	0	.	-3	2	-4	1.0	7
CCCOc1ccc(/C=N/Nc2cc(N3CCOCC3)ncn2)c(O)c1	10	21	3	4	7	3	6	9	-1.1	-15
CC1CCN(C(=O)Cn2nnc(-c3ccc([N+](=O)[O-])cc3)n2)CC1	-7	-1	-2	-4	-2	-6	-2	1	-1.8	-3
CCS(=O)(=O)N1Cc2ccccc2CC1C(=O)Nc1ccc(C)cc1 (stereo unspecified)	6	-1	-3	-1	-22	-3	0	-7	-0.6	7
COc1ccc(OC)c(NC(=S)NCCN2CCOCC2)c1	-1	0	-4	2	7	4	0	-1	-1.0	4
Oc1cc(NCCN2CCOCC2)cc2cccnc12	-5	16	37*	21*	8	-5	4	0	-4.4	11
NC(=O)CC(NC(=O)Cc1ccc(Cl)cc1)c1ccc(NCCc2ccccc2F)c([N+](=O)[O-])c1 (stereo unspecified)	12	-15	0	2	6	-6	5	2	-1.5	-3
CCCOc1cccc(C2C(C(=O)c3ccco3)=C(O)C(=O)N2CCCn2ccnc2)c1 (stereo unspecified)	2	10	1	6	4	-2	-3	3	0.4	-5
CCOC(=O)c1c(N)n[nH]c1-c1ccccc1	0	3	0	0	0	-2	0	0	-0.4	-4

High-throughput results from PubChem.
